mIAP inh: inhibitors of mouse IAP, primary screen, biochemical, luminescence, uHTS | intestinal alkaline phosphatase [Mus musculus] | purified mouse IAP, CDP-Star luminescence, 30 min | inhibition, % at 10 µM | actives 0.2% (n = 330,000) | AID 2806, 2010;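 active means inhibition of at least 40% at 10 µM in the primary screen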;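 further: plate controls were DMSO with enzyme for no effect and no enzyme wells for full effect; values of inactives mirror those of a sister screen read the other way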
mIAP act: activators of mouse IAP, primary screen, biochemical, luminescence, uHTS. intestinal alkaline phosphatase [Mus musculus]. muIAP, CDP-Star luminescence, 30 min; active compounds read high; 1 = vehicle-only enzyme signal, 0 = enzyme-free wells. activation factor at 10 µM. actives 0.24% (n = 330,000). AID 2805, 2010;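 active means activation factor of at least 2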; further: the source names both 10 and 20 µM as test concentration; values of inactives mirror those of a sister screen read the other way
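Assay system: mouse IAP enzyme / Compound: DMSO-dissolved test compounds / Timing: 30 min, room temperature / Measured by: luminescence from enzymatic CDP-Star hydrolysis / Control set: DMSO-only wells, enzyme-free buffer wells as negative control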
ATG4B inhibitor: ATG4B protease inhibitors, primary screen, biochemical, fluorescence, uHTS; ATG4B cleavage of LC3-PLA2, NBD-HPC fluorescence, 1 h; actives 0.51% (n = 340,000); AID 504462, 2011; inhibition, % at 8.33 µM; in the data active means inhibition above about 40%
tim10-1 inh: growth inhibitors of tim10-1 mutant yeast, primary screen, luminescence, uHTS; actives 2.2% (n = 330,000); inhibition, % at 20 µM; S. cerevisiae tim10-1 ts strain growth, BacTiter-Glo, 24 h; AID 463190, 2010;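 active means inhibition of at least 40%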;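 further: mutant grown at 25 °C; 0% = DMSO wells with yeast and 100% = wells holding no yeast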
TIM10 inh: growth inhibitors of isogenic TIM10 control yeast, primary screen, counter-screen for tim10-1 yeast inhibitor project, luminescence, uHTS | S. cerevisiae TIM10 strain growth, BacTiter-Glo luminescence, 24 h | inhibition, % at 10 µM | actives 1.4% (n = 330,000);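 active means inhibition of 40% or more at the single tested concentration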;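 further: wild-type TIM10 isogenic control strain grown at permissive 25 °C; 0% = DMSO yeast wells and 100% = minimal medium wells without yeast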
Apaf-1 inh: inhibitors of human Apaf-1 apoptosome, primary screen, biochemical, DEVD-Rh110 fluorescence, uHTS; Apoptotic protease-activating factor 1 (Homo sapiens), O14727; reconstituted apoptosome caspase-3 activity; inhibition, % at 20 µM; actives 0.71% (n = 330,000); AID 489030, 2010; active means inhibition of at least 40% at 20 µM;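 further: plate controls were DMSO wells for no effect and DEVD-CHO caspase inhibitor wells for full effect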
Target sequence (O14727 whole entry, looked up): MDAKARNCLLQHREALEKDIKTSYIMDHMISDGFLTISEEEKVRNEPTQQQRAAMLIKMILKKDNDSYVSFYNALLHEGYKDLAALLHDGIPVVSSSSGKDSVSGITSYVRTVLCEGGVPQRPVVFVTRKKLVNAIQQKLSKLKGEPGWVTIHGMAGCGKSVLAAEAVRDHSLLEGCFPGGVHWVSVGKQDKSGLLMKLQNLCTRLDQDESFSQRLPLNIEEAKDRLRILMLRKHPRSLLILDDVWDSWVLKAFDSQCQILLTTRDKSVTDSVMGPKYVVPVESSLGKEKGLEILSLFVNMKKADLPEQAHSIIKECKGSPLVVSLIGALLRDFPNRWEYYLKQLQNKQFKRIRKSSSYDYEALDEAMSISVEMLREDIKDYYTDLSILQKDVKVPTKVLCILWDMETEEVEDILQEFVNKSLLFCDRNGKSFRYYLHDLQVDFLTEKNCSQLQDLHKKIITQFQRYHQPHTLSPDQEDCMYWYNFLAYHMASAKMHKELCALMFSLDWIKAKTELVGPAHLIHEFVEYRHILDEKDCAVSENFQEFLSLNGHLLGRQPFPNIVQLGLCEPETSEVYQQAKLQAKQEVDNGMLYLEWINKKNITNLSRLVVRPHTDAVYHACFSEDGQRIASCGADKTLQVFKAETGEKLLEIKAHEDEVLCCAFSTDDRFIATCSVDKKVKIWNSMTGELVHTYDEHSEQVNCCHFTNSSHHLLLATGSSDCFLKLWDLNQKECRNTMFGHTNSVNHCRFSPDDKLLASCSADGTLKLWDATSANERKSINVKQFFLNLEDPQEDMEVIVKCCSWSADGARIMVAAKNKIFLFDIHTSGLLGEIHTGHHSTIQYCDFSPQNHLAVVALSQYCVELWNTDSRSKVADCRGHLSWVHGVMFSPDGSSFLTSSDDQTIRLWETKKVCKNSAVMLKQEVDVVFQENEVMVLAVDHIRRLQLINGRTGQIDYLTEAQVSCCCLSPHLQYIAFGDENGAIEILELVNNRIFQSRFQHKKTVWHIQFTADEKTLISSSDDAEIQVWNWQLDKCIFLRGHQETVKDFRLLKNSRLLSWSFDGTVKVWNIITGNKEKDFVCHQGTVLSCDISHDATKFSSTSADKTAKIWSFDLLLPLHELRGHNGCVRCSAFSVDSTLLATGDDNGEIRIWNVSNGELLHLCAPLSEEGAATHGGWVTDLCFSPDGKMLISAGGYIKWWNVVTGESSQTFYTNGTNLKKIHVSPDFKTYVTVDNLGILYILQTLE
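System: reconstituted apoptosome with Apaf-1, cytochrome c, caspase-9, procaspase-3, dATP; Signal: Rh110 fluorescence intensity; Schedule: 30 min compound preincubation, 50 min activation, room temperature; Reagent: cytochrome c trigger plus (Z-DEVD)2-Rh110 caspase-3 substrate.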
NALP3 yeast inh: NALP3 inflammasome inhibitors in reconstituted yeast, primary screen, luminescence, uHTS. Yeast reconstituted NLRP3/ASC/caspase-1, beta-gal luminescence, 24 h. inhibition, % at 10 µM. actives 0.39% (n = 330,000);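 active means inhibition of 50% or more; inactive means inhibition below 50%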;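 further: plate controls were induced DMSO wells for no effect and uninduced yeast grown without galactose for full effect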
hIAP inh: human IAP inhibitors, primary screen, biochemical, luminescence, uHTS; Intestinal-type alkaline phosphatase (Homo sapiens), P09923; purified IAP, CDP-Star luminescence, 30 min; inhibition, % at 10 µM; actives 0.12% (n = 330,000);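 active means inhibition reaching a set limit with compound at 10 µM in the primary screen, cut at about 35% in these data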;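 further: plate controls were DMSO wells with enzyme for no effect and no-enzyme buffer wells for full effect; values of inactives mirror those of a sister screen read the other way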
hIAP activ: human IAP activators, primary screen, biochemical, luminescence, uHTS; Intestinal-type alkaline phosphatase (Homo sapiens), P09923; purified human IAP, CDP-Star luminescence, 30 min; active compounds read high; 1 = vehicle-only enzyme, 0 = enzyme-free background; activation factor at 10 µM; actives 0.16% (n = 330,000); AID 2524, 2010;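 active means activation factor of the enzyme at least 2-fold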; further: the source names both 10 and 20 µM as test concentration; values of inactives mirror those of a sister screen read the other way
* hit, by the source's call; . = not tested or not shown.

SMILES | mIAP inh | mIAP act | ATG4B inhibitor | tim10-1 inh | TIM10 inh | Apaf-1 inh | NALP3 yeast inh | hIAP inh | hIAP activ
CC(O)CN(CCC(N)=O)CCC(N)=O (centres undefined) | 2 | 0.98 | 0 | 4 | -11 | 6 | -17 | 1 | 0.99
CC(C(=O)N(C)C1CCCCC1)N1CCC(C(N)=O)CC1 (centres undefined) | -9 | 1.1 | -6 | -4 | -21 | 3 | 10 | 11 | 0.89
CSc1ncccc1C(=O)OCc1ccc(C#N)cc1 | 6 | 0.94 | -6 | 17 | 15 | 3 | 9 | 3 | 0.97
COc1cc(CCCN2CCNC[C@H]2Cc2cccc3ccccc23)cc(OC)c1OC | 0 | 1 | -9 | 3 | 0 | 21 | 15 | 2 | 0.98
CN1N=C(C(C)(C)C)CSC1=Nc1ccccc1 | 3 | 0.97 | 2 | 16 | 2 | -10 | 17 | 16 | 0.84
CCOC(=O)C1(Cc2cccc(OC)c2)CCCN(C(=O)c2cc(C)on2)C1 (centres undefined) | 10 | 0.9 | -2 | 13 | -6 | 4 | 10 | 5 | 0.95
Cc1ccc(NC(=O)CN(C)C(=O)c2ccc(OCc3cn4ccccc4n3)cc2)cc1 | -17 | 1.2 | 1 | -27 | -18 | -3 | 12 | 6 | 0.94
Cc1ccc(NC(=O)Cn2cnc3c(cnn3C(C)(C)C)c2=O)cc1 | -6 | 1.1 | -12 | 2 | -7 | 7 | 13 | -23 | 1.2
CC(=O)Oc1c(Br)cc(N(C(C)=O)S(=O)(=O)c2ccccc2)c2ccccc12 | 3 | 0.97 | -15 | 39 | 33 | 28 | 12 | 11 | 0.89
Cc1nn(-c2ccccc2)c(Cl)c1/C=N/NC(=O)OC(C)(C)C | -14 | 1.1 | -2 | 44* | -8 | 8 | 15 | 2 | 0.98

Some entries already given, showing only NALP3 yeast inh and TIM10 inh:
Molecule	NALP3 yeast inh	TIM10 inh
CC(O)CN(CCC(N)=O)CCC(N)=O (centres undefined)	-17	-11
CC(C(=O)N(C)C1CCCCC1)N1CCC(C(N)=O)CC1 (centres undefined)	10	-21
CSc1ncccc1C(=O)OCc1ccc(C#N)cc1	9	15

Going on with the list:
SMILES | mIAP inh | mIAP act | ATG4B inhibitor | tim10-1 inh | TIM10 inh | Apaf-1 inh | NALP3 yeast inh | hIAP inh | hIAP activ
CCCCn1c(N)c(N(CCOC)C(=O)COC(=O)C(C)(C)Oc2ccc(Cl)cc2)c(=O)[nH]c1=O | -3 | 1 | 8 | -6 | 9 | 5 | 8 | -24 | 1.2
CN1C(=O)C2(C(C#N)=C(N)N(c3cc(Cl)cc(Cl)c3)C3=C2C(=O)CCC3)c2ccccc21 (centres undefined) | 3 | 0.97 | 4 | 8 | 6 | 1 | 16 | 4 | 0.96
O=C(CNS(=O)(=O)c1ccccc1)N/N=C/c1ccccc1[N+](=O)[O-] | 7 | 0.93 | -4 | 9 | 14 | 1 | 20 | -2 | 1
COc1ccc(C2=NN(C(=O)CN3CCCCC3)C(c3ccc(OC)cc3)C2)cc1 (centres undefined) | -10 | 1.1 | 0 | 8 | -9 | 4 | -4 | -10 | 1.1
CCn1nnnc1NCc1c(OC)ccc2ccccc12 | -1 | 1 | 2 | 19 | 3 | -3 | -3 | -14 | 1.1
N#CCCN(C(=O)COC(=O)CCc1c[nH]c2ccccc12)c1ccc(F)cc1 | 2 | 0.98 | 1 | 25 | -3 | 15 | 12 | -7 | 1.1
CN(CCO)C(=O)c1c(NC(=O)c2ccccc2)sc2c1CCCC2 | 6 | 0.94 | 6 | 12 | -1 | -362 | 5 | -21 | 1.2
COc1ccc(CNC(=O)CSc2nc3c(oc4ccccc43)c(=O)n2CC2CCCO2)cc1 (centres undefined) | 4 | 0.95 | 7 | 9 | 2 | 2 | 8 | -5 | 1.1
Cc1cc(N2C(=O)c3ccc(C(=O)Nc4ccc(CC(=O)O)cc4)cc3C2=O)no1 | 2 | 0.98 | -1 | 14 | -2 | 1 | 10 | -8 | 1.1
Cc1cccc(N2CCCn3c2nc2c3c(=O)[nH]c(=O)n2C)c1 | 5 | 0.95 | -6 | -5 | 0 | -1 | 3 | -7 | 1.1
CS(=O)(=O)N1CCCC(C(=O)Nc2ccccc2)C1 (centres undefined) | -1 | 1 | 4 | -11 | -2 | 1 | 11 | -1 | 1
Cc1nnc(SCC(=O)NC2CCCC2)s1 | 13 | 0.87 | -11 | 3 | 4 | -4 | 0 | 1 | 0.99
CCN(CC(=O)Nc1c(F)cccc1F)C(=O)CCc1nc2sc3c(c2c(=O)[nH]1)CCCC3 | 10 | 0.9 | 10 | 1 | 5 | 15 | -6 | -1 | 1
COCCCNC(=O)c1nc2c(nnn2Cc2cc(C)ccc2C)c(=O)[nH]1 | 6 | 0.94 | 0 | 18 | 11 | -21 | 0 | 16 | 0.84
CCCCC1=CC2=CC(=O)C(C)(OC(=O)c3cccs3)C(=O)C2=CO1 (centres undefined) | 13 | 0.87 | 25 | 18 | 13 | 24 | 8 | 4 | 0.96
Oc1ccc(N2CCN(c3ccnc4cc(Cl)ccc34)CC2)cc1 | 6 | 0.94 | -28 | 9 | 12 | 8 | 24 | 22 | 0.79
O=C(CSc1ncnc2ccccc12)c1ccco1 | 24 | 0.76 | -2 | 13 | -4 | -10 | 19 | 3 | 0.97
CN(C)c1cc(NC(=O)CN2CCCC2)c2ccccc2n1 | -8 | 1.1 | 5 | 5 | -9 | 13 | 14 | -3 | 1
Cc1cccc(CNC(=O)C2CCC(=O)N(C3CCCCCC3)C2)c1 (centres undefined) | -1 | 1 | -4 | -2 | 0 | -4 | 5 | -36 | 1.4
N#CCCCSC1=C(C#N)C(c2ccccc2Cl)CC(=O)N1 (centres undefined) | 3 | 0.97 | -10 | 9 | -25 | -11 | -3 | -6 | 1.1
COc1ccc(Nc2ccnc(Nc3ccc(OC)cc3)n2)cc1 | -7 | 1.1 | -2 | 16 | 9 | 3 | 35 | -8 | 1.1
S=c1[nH]ccn1-c1c(Cl)cccc1Cl | -10 | 1.1 | 4 | 14 | -3 | 8 | -1 | -32 | 1.3
CN(C)c1cc2c(cc1NS(=O)(=O)c1ccccc1)n(C)c(=O)n2C | 5 | 0.95 | -20 | 0 | -20 | 10 | 15 | -26 | 1.3
COc1ccc(NS(=O)(=O)c2ccc(NC(=S)NC(=O)/C=C/c3ccc(C)cc3)cc2)nn1 | -1 | 1 | -2 | 16 | -30 | -4 | -2 | -8 | 1.1
COc1cccc(NC(=O)CNC(=O)c2ccc(C)o2)c1 | 9 | 0.91 | -4 | -24 | -6 | -3 | 5 | 2 | 0.98
CC1CCN(CC(=O)Nc2ccc(C(=O)N3CCCCC3)cc2)CC1 | -1 | 1 | -5 | -13 | 0 | 3 | 12 | 0 | 1
O=C1NC2(CCCCC2)C(=O)N1c1ccc(Cl)cc1 | 10 | 0.91 | -4 | 2 | -1 | -14 | 0 | 19 | 0.81
NS(=O)(=O)c1ccc(CCNC(=O)c2cc(-c3ccco3)nc3ccccc23)cc1 | 12 | 0.89 | 1 | 7 | -5 | -21 | 1 | -2 | 1
Clc1ccc(SCc2cn3ccsc3n2)cc1 | 0 | 1 | 0 | 27 | 3 | 10 | 27 | -9 | 1.1
COc1ccc(/C=C2\SC(=O)N(CCNC(=O)Cc3coc4cc(C)ccc34)C2=O)cc1OC | 6 | 0.94 | 1 | -11 | 3 | -2 | 6 | 4 | 0.96
Cc1ccc2nc(Cl)nc(-c3ccccc3)c2c1 | 8 | 0.92 | 6 | 3 | -3 | 8 | -5 | 1 | 0.99
CN1CCC(=O)N([C@H](CSc2ccc(Br)cc2)c2ccccc2)CC1 | 1 | 0.99 | -10 | 18 | -2 | 12 | 9 | 12 | 0.88
CCN(CC)c1cc(C)c2ccccc2n1 | 11 | 0.89 | -13 | 3 | -12 | 4 | 22 | -25 | 1.2
Cc1ccc(S(=O)(=O)N2CCN(C(=O)CN3C(=O)c4ccccc4C3=O)CC2)c(C)c1 | 8 | 0.92 | 0 | -2 | -6 | -7 | 9 | 7 | 0.93
COCCCN1C(=O)c2ccc(C(=O)Nc3ccc(OC)cc3)cc2C1=O | 0 | 1 | -9 | 8 | -3 | 1 | -2 | 13 | 0.87
O=C(c1ccco1)N1CCN(Cc2nnc(-c3ccccc3F)o2)CC1 | 3 | 0.97 | 1 | 11 | -10 | 3 | 7 | -8 | 1.1
Cc1ccccc1NC(=O)C1CCN(S(=O)(=O)c2ccc3c(c2)NC(=O)C(C)S3)CC1 (centres undefined) | -2 | 1 | 6 | -6 | -5 | -2 | 7 | 8 | 0.92
Cc1c(C(=O)O)oc2ccc(S(=O)(=O)N3CCC(C)CC3)cc12 | -2 | 1 | -2 | 13 | 10 | -8 | 9 | 2 | 0.98
CCn1c2ccccc2c2cc(CNCCCN3CCOCC3)ccc21 | 0 | 1 | -1 | -233 | -203 | 1 | 17 | 2 | 0.98
COc1cc2c(cc1NC(=O)COc1ccccc1OC)oc1ccccc12 | 2 | 0.98 | 3 | 19 | -10 | 6 | 2 | 0 | 1
C=CC[C@@H](Cc1ccc(F)cc1)C(=O)OC[C@@H]1CCCN1C(=O)[C@@H](CC=C)CC(=O)N(CCO)Cc1ccccc1 | -1 | 1 | -11 | 21 | 23 | 27 | 25 | 2 | 0.98
Cc1nn(-c2ccccc2)c(Cl)c1/C=N/NC(N)=O | -3 | 1 | 0 | -7 | 16 | -3 | 9 | -2 | 1
CCN1C(=O)[C@H]2[C@H]3CN=C(SCc4ccccc4)N3[C@@](C)(C(=O)OC)[C@H]2C1=O | -4 | 1 | -4 | 3 | -10 | 14 | . | . | .
COCCNC(=O)c1cc(-c2ccccc2)nn1Cc1cc(C)no1 | 2 | 0.98 | 0 | 3 | -2 | 9 | 11 | 0 | 1
Cc1cccn2c(CN3CCNC(=O)CC3)c(C(=O)N(C)CCc3ccccc3)nc12 | -4 | 1 | 11 | 7 | -7 | -7 | -8 | -13 | 1.1
Cc1cc(C)n(CCC(=O)Nc2cccc(F)c2)n1 | 4 | 0.96 | -2 | 0 | -7 | -23 | 3 | 0 | 1
COc1cc2cnc(CCCC#N)cc2cc1OC | -6 | 1.1 | 3 | -2 | -3 | 6 | 16 | -2 | 1
Cc1cc(N2CCN(C)CC2)nc(-c2ccccc2O)n1 | -13 | 1.1 | -7 | -32 | 13 | -19 | 21 | -8 | 1.1
CC(=O)Nc1ccc(C(=O)CN2C(=O)NC3(CCCc4ccccc43)C2=O)c(F)c1 (centres undefined) | -22 | 1.2 | -7 | 0 | 5 | 6 | -19 | -27 | 1.3
Cc1ccc(CC2CC(=O)N(CCc3ccccc3)C2=O)cc1 (centres undefined) | -3 | 1 | 5 | 4 | 15 | 0 | 24 | 3 | 0.97
